Screening data: PubChem BioAssay, several laboratories
Autophagy mod – autophagy modulators in MEF cells, primary screen, imaging, high-content, MEF GFP-LC3 | MEF GFP-LC3 puncta imaging; test concentration mostly 10 µM | calls only at 10 µM (by protocol) | 0.98% of 190,000 active;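 active = percentage of spot-positive cells more than 3 SD above its plate mean, without a fluorescence outlier flag or 80% toxicity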;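 also: spot-positive cell cutoff set from DMSO-treated cells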
WT yeast gro inh – growth inhibition of WT strain, primary screen, mitochondrial fusion inhibitor project, WT and mutant strains, chemical genetic; inhibition, % at 10 µM; 2.1% of 190,000 active; mitochondrial fusion phenotypic screen; in the data active = inhibition above about 58%; tested in S. cerevisiae
MT stabilize HCS – microtubule stabilizers in HeLa cells, primary screen, imaging, high-content imaging | % tubulin-high responders, % at 10 µM | HeLa tubulin immunostaining HCS, 24 h; share of cells brighter than vehicle mean+2SD | 0.83% of 200,000 active | AID 2205, 2009;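 active = plate Z-score above 3 for both tubulin-high and condensed-nucleus cell shares, with cell loss under 80%, at 10 µM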;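 also: anti alpha tubulin signal scored within the nucleus-defined area of each cell; some results filed as inactive read as strong as hits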
P. falciparum M1AAP – P. falciparum M1AAP inhibitors, biochemical, fluorogenic H-Leu-NHMec substrate, 1536-well (AID 1445); Aminopeptidase N (Plasmodium falciparum (isolate 3D7)); recombinant M1AAP, H-Leu-NHMec fluorogenic kinetic assay; higher % means a stronger effect; one-dose inhibition, % at 30 µM; IC50 in µM for titrated hits; 0.42% of 220,000 active;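 active = primary inhibition above the hit cutoff, then over 50% inhibition at one or more dose response concentrations, cut at about 23% in these data, passing the limit was not always enough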;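 also: plate controls were DMSO full reaction for no effect and no enzyme background for full effect; strong numbers were not always called active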
Dynein transport – inhibitors of GR-EGFP nuclear translocation, primary screen, dynein cargo transport inhibitor project, imaging, high-content, 3617.4 mouse cells; test concentration mostly 20 µM; stimulated with dexamethasone, 1 µM; hits give low values; 0.47% of 220,000 active; z-score, hits read low; AID 1381, 2008;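 active = plate z-score of nuclear minus cytoplasmic receptor signal below a set negative limit, without overly bright fluorescence or cell loss, cut at about -3.5 in these data, passing the limit was not always enough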;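 also: z-score of nuclear minus cytoplasmic ring GR-EGFP intensity difference per well; some compounds called inactive have numbers as strong as hits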
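Buffer or medium: tet-free, stripped-serum medium; reagent: dexamethasone at 1.0 µM final, 30 min; incubation: 48 h induction, 1 h compound, 30 min dex at 37 °C; measured by: formaldehyde fixation, Hoechst nuclear stain, 10x automated fluorescence imaging; read-out: nuclear-to-cytoplasmic GR-EGFP distribution per well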
M17LAP inhibition – P. falciparum M17LAP inhibitors, primary screen, biochemical, fluorogenic H-Leu-NHMec substrate, 1536-well (AID 1619) | Leucine aminopeptidase (Plasmodium falciparum (isolate 3D7)) | recombinant M17LAP, H-Leu-NHMec fluorogenic kinetic assay; higher % means a stronger effect | one-dose inhibition, % at 30 µM; IC50 in µM for titrated hits | 0.38% of 220,000 active;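 active = compound inhibiting the enzyme by more than half at any dose during confirmatory dose-response retesting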;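 also: plate controls were full reaction with DMSO carrier for no effect and no enzyme background for full effect; strong numbers were not always called active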
T cell HTS – modulators of CD8 T cell-vesicle binding, primary screen, mouse 2C CD8+ T cells, flow cytometry; AID 2052, 2009; calls only at 7 µM; 2C CD8+ T cell-vesicle binding; hits give low values; 0.068% of 330,000 active;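 active = response, share of CD8 T cells binding vesicles, and their 90th percentile fluorescence all below set limits, cut at about 80% in these data, passing the limit was not always enough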
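Test system: purified 2C TCR transgenic mouse naive CD8+ T cells. Probe or stimulus: QL9-peptide-loaded Drosophila micro-vesicles bearing Ld, ICAM-1 and B7-1. Incubation: binding step 1.5 h, 37 °C, antibody labelling 20 min, ice. Measured by: flow cytometry of vesicle-bound cells.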
b-catenin transl – modulators of beta-catenin nuclear translocation, primary screen, imaging, HeLa cells, immunofluorescence, high-content. nuclear translocation activity, % at 5 µM. 0.3% of 190,000 active. AID 1665, 2009;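 active = nuclear translocation activity above 50% at 5 µM, with a well cell count of 50 or more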;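 also: per-cell ratio of nuclear to cytoplasmic median beta-catenin stain intensity; plate controls were DMSO negative control for no effect and GSK-3 inhibitor IX positive control for full effect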
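System: Human HeLa cells, endogenous beta-catenin | Compound dosing: 5 µM primary, 0.02–20 µM confirmation | Timing: 24 h compound exposure at 37°C, 5% CO2 | Measured by: Fluorescence imaging of beta-catenin antibody stain plus DAPI | Read-out basis: % activation of per-cell nuclear versus cytoplasmic median beta-catenin signal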
Yfh1-off respiration – enhancers of respiration in Yfh1-depleted yeast, dose response, Friedreich's ataxia, plus single-dose screen (AID 1465) | fold induction at 50 µM; hits with a dose series show EC50 in µM | 0.074% of 220,000 active | S. cerevisiae Yfh1-off respiration, WST-1 reduction, 72 h; higher fold induction means a stronger effect;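 active = fold induction of absorbance versus untreated yeast above a set limit, then at least 30% activation at any dose in follow-up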;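 also: activators that raise dye reduction in frataxin-depleted yeast; strong numbers were not always called active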
WT yeast gro inh mutant strain – further read-out of WT yeast gro inh, marked with its call; inhibition, %; mitochondrial fusion phenotypic screen, mutant strain inhibition
Dynein transport cytoplasmic EGFP – further read-out of Dynein transport, marked with its call; z-score; measured here: cytoplasmic GR-EGFP intensity; hits give high values
Dynein transport nuclear GR-EGFP – also measured in Dynein transport; calls as there; z-score; measured here: nuclear GR-EGFP intensity;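 lower value marks the stronger effect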
Dynein transport cell count – recorded beside Dynein transport, whose call it bears; z-score; measured here: cell count per field
b-catenin transl cell count 5 µM – recorded beside b-catenin transl, whose call it bears; cell count; measured here: cell count, cytotoxicity flag
T cell HTS vesicle-bound % – further read-out of T cell HTS, marked with its call; double positive events, %; measured here: CD8+ vesicle-bound cell fraction;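 binding gate set so that unloaded-vesicle control wells show 10% double positive cells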
MT stabilize HCS Hoechst-high % – further read-out of MT stabilize HCS, marked with its call; % Hoechst-high responders; measured here: nuclear condensation Hoechst responders;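 share of cells brighter than vehicle mean plus two SD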
MT stabilize HCS cytotoxicity % – also measured in MT stabilize HCS; calls as there; toxicity, %; measured here: cytotoxicity by cell density;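 0% = mean cell density of plate MIN control wells and 100% = no cells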
Autophagy mod cell loss 18 h – second read-out of Autophagy mod, no call of its own (marks repeat the call); toxicity, %; measured here: cell loss, nuclei count;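 cell loss after 18 h compound exposure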
Numbers without * were called inactive; i = inactive; . = no result given.

SMILES	Autophagy mod	Autophagy mod cell loss 18 h	WT yeast gro inh	WT yeast gro inh mutant strain	MT stabilize HCS	MT stabilize HCS Hoechst-high %	MT stabilize HCS cytotoxicity %	P. falciparum M1AAP	Dynein transport	Dynein transport cytoplasmic EGFP	Dynein transport nuclear GR-EGFP	Dynein transport cell count	M17LAP inhibition	T cell HTS	T cell HTS vesicle-bound %	b-catenin transl	b-catenin transl cell count 5 µM	Yfh1-off respiration
Cc1cc(C)n(Cc2ccc(Cl)cc2Cl)c(=O)c1S(=O)(=O)c1ccccc1	i	20	31	13	3.7	1.8	9.6	11%	-0.12	-0.21	-0.23	-0.46	9%	i	30	0.2	1023	i
O=C(Nc1ccccc1)C1=C[C@H](c2ccc3c(c2)OCO3)C[C@H](OCCCCO)O1	i	12	-9	1	1.1	1.1	4.8	3%	0.85	1.5	1.2	-0.61	-5%	i	29	4.4	1004	i
CCOc1cc(C2C(C(=O)N3CCCCC3)=C(C)NC3=C2C(=O)CCC3)cc(Br)c1O (stereo unspecified)	i	4	-1	-39	3.0	1.7	1.3	9%	-0.68	-0.27	-0.39	-0.34	-1%	i	56	.	.	i
Cc1ccccc1/C=C1\OC(=O)c2ccccc21	i	13	-5	1	1.5	1.0	8.6	0%	0.28	-0.17	0.47	-0.44	2%	i	39	-2.4	1373	i
Cc1cc(NC(=O)COn2nnc3ccccc32)no1	i	-16	-4	5	3.0	2.0	8.3	10%	0.18	-0.23	0.24	1.1	2%	i	19	1.2	777	i
O=C(CCNC(=O)c1ccc(Br)cc1)Nc1nccs1	i	-9	2	1	2.8	2.0	7.4	5%	2.7	-0.074	2.6	-2.3	4%	i	22	0.5	1085	i
Cc1ccc(C)c(S(=O)(=O)N/N=C2/CCCc3ccccc32)c1	i	1	12	-12	2.0	1.7	6.5	3%	1.8	-0.38	1.5	0.11	5%	i	23	.	.	i
Cc1ccc(CNC(=O)CCNS(=O)(=O)c2ccc(C)cc2)cc1	i	2	5	4	1.0	1.3	8.8	10%	0.29	-0.25	0.52	-0.15	3%	i	22	.	.	i
NC(=O)CC(NC(=O)c1ccccc1)c1ccc(NCc2ccccc2)c([N+](=O)[O-])c1 (stereo unspecified)	.	.	.	.	.	.	.	10%	-0.67	-0.84	-0.26	0.52	-2%	i	52	0.1	1365	i
CCOC(=O)CN(Cc1ccccc1)S(=O)(=O)c1ccc(NC(C)=O)cc1	i	-19	-20	-2	3.2	2.0	7.9	12%	-0.36	-0.21	0.064	-0.11	6%	i	47	-1.7	917	i
N#Cc1nc(-c2ccc(OCc3ccccc3)cc2)oc1NCc1ccco1	i	18	7	4	7.5	1.5	6.4	3%	1.6	0.41	1.1	-0.82	-1%	i	36	-0.9	986	i
O=C(Nc1ccc(-c2csc(Nc3ccc(Cl)cc3)n2)cc1)c1cc([N+](=O)[O-])cc(C(F)(F)F)c1	.	.	.	.	.	.	.	3%	-0.6	-0.76	-0.23	-0.18	1%	i	30	-0.5	1398	i
Cc1occc1C(=O)N1CCN(C(=O)C2CCCO2)CC1 (stereo unspecified)	i	3	0	6	6.3	1.4	9.9	1%	-1.2	-0.14	-0.25	-0.12	-5%	i	25	-1.9	1181	i
O=C(NC1=NCCS1)c1cc(-c2ccc(-c3ccccc3)cc2)nc2ccccc12	i	17	66	68	2.9	3.2	8.2	6%	-0.67	-0.0039	-0.57	0.58	-8%	i	22	-3.5	1198	i
CCC(=O)Nc1cccc(C2=NOC3(C2)C[C@@H](C(N)=O)N(C(=O)COc2ccc(Cl)cc2)C3)c1 (stereo partly specified)	.	.	.	.	.	.	.	-5%	0.34	-0.8	0.3	0.034	2%	i	48	-2.9	1192	i
COC(=O)c1ccccc1NC(=O)Nc1cc(C)cc(C)n1	i	-4	14	20	4.2	1.6	4.8	-1%	-0.32	0.022	-0.18	0.72	4%	i	24	.	.	i
CCc1cccc2c(C(=O)COC(=O)c3ccc([N+](=O)[O-])s3)c[nH]c12	i	-5	96	98	2.8	3.7	1.9	5%	-1.5	-0.17	-0.96	0.83	3%	i	62	.	.	i
COc1cccc2c1NC(C(=O)O)C1CC=CC21 (stereo unspecified)	i	-1	19	20	11	1.3	4.9	14%	0.89	-0.11	0.56	-0.35	16%	i	83	19	992	i
NC(=O)C1CCN(c2oc(-c3ccccc3F)nc2S(=O)(=O)c2ccc(Cl)cc2)CC1	i	1	-4	6	3.5	1.6	3.6	-7%	-0.27	-0.25	-0.18	0.41	12%	i	37	.	.	i
O=C(CCc1ccccc1)NC(=S)Nc1cc(C(F)(F)F)ccc1N1CCOCC1	i	-1	8	7	1.3	1.2	6.3	7%	0.056	-0.2	-0.23	0.27	-1%	i	55	-0.6	1423	i
CCOC(=O)CC1(C)NC(=O)c2c(C)sc(C(=O)OCC)c2N1 (stereo unspecified)	i	-7	6	12	6.1	2.2	11	4%	1	-0.47	0.83	-0.45	-90%	i	16	-1.6	959	.
CCCCN(CCCC)C(=O)C1CC=CCC1C(=O)O (stereo unspecified)	i	-5	-18	1	3.2	2.1	9.5	2%	-0.7	-0.3	-0.56	0.66	23%	i	52	1.4	1576	i
COc1cc(/C=C/C(=O)OCC(=O)NCc2ccco2)cc(OC)c1OC	i	8	-21	-8	1.8	4.3	9.3	8%	-0.73	-0.27	-0.49	0.55	24%	i	52	.	.	i
COc1ccc(CN(Cc2ccc(C(=O)O)cc2)C(=S)Nc2ccccc2C)cc1OC	i	-6	0	-24	2.9	1.7	8.5	1%	1.3	-0.21	0.68	-1	8%	i	51	0.6	1051	i
Cc1cc2cc3c(cc2nc1SCC(=O)OC(C)C)OCCO3	i	-15	-8	-4	1.2	2.0	7.2	7%	-0.66	-0.26	-0.24	0.13	-4%	i	32	.	.	i
CCOC(=O)CNc1ncc([N+](=O)[O-])cc1C#N	i	1	8	14	4.7	2.6	0.9	11%	0.16	-0.27	0.54	0.38	31%	i	55	0.4	1089	i
CC(=O)c1c(C)[nH]c(C(=O)OCC(=O)C(C)(C)C)c1C	i	-5	.	.	4.1	1.5	3.0	0%	-0.06	-0.25	0.2	0.43	14%	i	14	0.0	1402	i
COc1ccc(NC(=O)CCCN2C(=O)/C(=C\c3ccco3)SC2=S)cc1	i	13	-7	-14	2.6	3.4	9.6	18%	-0.21	-0.14	0.082	-0.55	31%	i	49	1.2	1056	i
O=C(NCCc1ccccc1)c1n[nH]c(=O)c2ccccc12	i	21	-13	-11	2.6	2.3	4.4	10%	-0.53	-0.11	-0.34	0.1	-1%	i	46	0.3	970	i
COc1ccc(/C=N/NC(=O)c2ccncc2)cc1CN1CCOCC1	.	.	.	.	.	.	.	1%	-0.41	-0.66	-0.52	-0.024	4%	i	24	0.4	1340	i
O=C(COc1nc2ccccc2nc1N1CCOCC1)NC1CCCCC1	i	35	7	9	4.2	2.8	5.7	2%	0.18	-0.25	0.13	0.39	0%	i	47	-2.8	591	i
Cc1ccc(C)c(S(=O)(=O)N2CCN(CC(=O)N3CCc4ccccc4C3)CC2)c1	i	-16	8	8	2.0	1.4	6.6	-4%	0.35	-0.19	0.24	-0.29	11%	i	61	.	.	i
CCOc1cc(/C=N/Nc2nc(-c3cccc(S(=O)(=O)N4CCCC4)c3)cs2)ccc1O	i	-3	0	-1	3.9	3.8	4.7	7%	-0.95	-0.24	-0.84	0.88	8%	i	55	7.2	475	i
CCOC(=O)Cc1csc(NC(=O)Nc2ccc(Cl)cc2)n1	.	.	.	.	.	.	.	1%	-0.48	-0.22	-0.58	0.57	4%	i	14	0.3	1243	i
COC(=O)c1ccccc1NC(=O)Cn1cnc2c(cnn2-c2ccccc2)c1=O	i	3	17	12	2.0	2.5	5.0	-3%	-0.11	-0.23	-0.15	0.38	21%	i	47	3.1	1112	i
COc1cccc(-c2nnc(SCC(=O)Nc3cc(C)ccc3OC)n2N)c1	i	2	17	17	1.3	1.6	9.8	7%	-0.7	-0.21	-0.24	0.25	-8%	i	48	-1.4	966	i

Some of these compounds in order of their number in T cell HTS vesicle-bound %, rising:
canonical_smiles | WT yeast gro inh mutant strain | MT stabilize HCS Hoechst-high % | P. falciparum M1AAP | Dynein transport | Dynein transport cytoplasmic EGFP | Dynein transport nuclear GR-EGFP | Dynein transport cell count | M17LAP inhibition | T cell HTS | T cell HTS vesicle-bound %
CC(=O)c1c(C)[nH]c(C(=O)OCC(=O)C(C)(C)C)c1C | . | 1.5 | 0% | -0.06 | -0.25 | 0.2 | 0.43 | 14% | i | 14
O=C(COc1nc2ccccc2nc1N1CCOCC1)NC1CCCCC1 | 9 | 2.8 | 2% | 0.18 | -0.25 | 0.13 | 0.39 | 0% | i | 47
COc1ccc(NC(=O)CCCN2C(=O)/C(=C\c3ccco3)SC2=S)cc1 | -14 | 3.4 | 18% | -0.21 | -0.14 | 0.082 | -0.55 | 31% | i | 49
